IMPase cell inh: cell-permeable inhibitors of inositol monophosphatase (IMPase); inhibition (IP1 accumulation), % at 46.1 µM; 120,000 tested, under 10 active; CHO-M1 cells, IP1 accumulation, HTRF TR-FRET ratio; AID 901; P97697; active = well fitted curve in the direction sought with a large enough effect in the signal ratio, not every such curve was filed as active; inconclusive = small, poorly fitted or top-dose-only effect, or a change in a side signal; inactive = no such curve, though single readings can be large or run the other way; the % refers to the signal ratio;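 also: cells stimulated with carbachol in lithium chloride buffer; plate controls were DMSO basal wells for no effect and reference inhibitor wells for full effect; higher means more IMPase inhibition seen as more IP1 and lower FRET ratio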
Target sequence (P97697 whole entry, looked up): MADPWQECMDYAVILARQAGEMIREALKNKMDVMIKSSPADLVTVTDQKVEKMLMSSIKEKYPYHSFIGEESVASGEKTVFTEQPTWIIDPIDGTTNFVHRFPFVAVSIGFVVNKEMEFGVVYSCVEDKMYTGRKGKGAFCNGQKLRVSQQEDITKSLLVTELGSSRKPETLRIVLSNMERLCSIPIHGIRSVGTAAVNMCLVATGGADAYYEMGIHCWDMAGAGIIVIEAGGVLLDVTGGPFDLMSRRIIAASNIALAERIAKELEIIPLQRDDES
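Elevated IP1 in lysates lowers TR-FRET signal (665/620 ratio and 620 channel reported). Cells were CHO-M1, given carbachol (50 uM as added) plus 50mM LiCl, pH 7.4, 30 min, 37C; compounds titrated up to 46 uM; AC50 by Hill equation.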
12-hLO inh: 12-hLO (ALOX12) enzyme inhibition; AID 1452; P18054; 150,000 tested, 0.12% active; purified 12-hLO, xylenol orange hydroperoxide absorbance; Potency, µM (doses to about 57.1 µM), for the others: at the highest dose activity change, negative = inhibition, most hits filed as inhibitors; also: potency is read from the fitted curve at half-maximal effect; nearly all actives have a fitted effect of over 55% in size; many of its hits are not listed in these tables
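Xylenol orange chromogenic assay: hydroperoxide from 12hLO oxidises Fe(II), giving red-shifted Fe(III)-XO absorbance. Conditions: 150 nM enzyme, 40 uM arachidonic acid, 25 mM Hepes pH 7.0, 0.01% Triton X-100, 30 min, room temperature.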
15-hLO-2 inh: blocks human 15-lipoxygenase 2 activity. AID 881. 110,000 tested, 0.56% active. O15296. Potency, µM (top dose mostly 57.1 µM), without a hit: top-dose activity change, negative = inhibition, usual class: inhibitors. purified 15hLO-2, xylenol orange hydroperoxide absorbance; also: potency is read from the fitted curve at half-maximal effect; nearly all actives have a fitted effect of over 60% in size; many of its hits are not listed in these tables
Target sequence (O15296 whole entry, looked up): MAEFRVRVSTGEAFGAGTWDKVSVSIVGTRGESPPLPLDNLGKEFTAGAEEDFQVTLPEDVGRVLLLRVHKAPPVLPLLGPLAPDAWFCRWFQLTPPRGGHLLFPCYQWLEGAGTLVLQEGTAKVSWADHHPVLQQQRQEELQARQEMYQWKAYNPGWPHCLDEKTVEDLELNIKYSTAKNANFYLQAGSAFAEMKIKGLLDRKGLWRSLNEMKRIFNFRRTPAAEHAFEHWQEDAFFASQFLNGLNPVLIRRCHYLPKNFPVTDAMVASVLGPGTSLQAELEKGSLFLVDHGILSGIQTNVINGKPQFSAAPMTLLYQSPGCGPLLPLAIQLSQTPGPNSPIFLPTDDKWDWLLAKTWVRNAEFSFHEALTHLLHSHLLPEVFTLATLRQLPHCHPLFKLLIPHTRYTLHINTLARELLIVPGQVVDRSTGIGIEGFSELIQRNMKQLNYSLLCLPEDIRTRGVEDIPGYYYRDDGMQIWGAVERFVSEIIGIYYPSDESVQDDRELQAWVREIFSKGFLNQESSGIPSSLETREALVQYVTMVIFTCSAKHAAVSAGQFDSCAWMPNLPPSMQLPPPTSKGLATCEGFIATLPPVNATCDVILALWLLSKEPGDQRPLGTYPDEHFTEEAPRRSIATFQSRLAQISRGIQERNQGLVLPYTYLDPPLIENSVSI
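Purified human 15hLO-2 (50 nM) preincubated 15 min with compound, then 45 uM arachidonic acid for 90 min at RT in 25 mM Hepes pH 7.5, 0.01% Triton X-100. Hydroperoxide detected by Fe-xylenol orange; 573/405 nm absorbance ratio.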
PNC inhibitor: blocks assembly of the perinucleolar compartment; PC3M PTB-GFP, PNC prevalence imaging, 16 h; hits give low values; activity change (PNC), negative = inhibition, % at 10 µM; 140,000 tested, 3.1% active;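 active = readout at or below -70, meaning at least 70% loss of cells showing the perinucleolar compartment, a nuclear body marking cancer cells; inconclusive = readout between -30 and a set limit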;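 also: plate controls were DMSO wells for no effect and camptothecin positive control wells for full effect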
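Compounds are pinned in duplicate onto adhered PC3M cells stably expressing GFP-tagged PTB and incubated 16 h at 37 C. Cells are then fixed, nuclei stained with Hoechst, and PNC-positive cells counted.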
Numbers without * were called inactive; ? = inconclusive; . = not tested or not shown; [ ] = another dose, or the depositor's remark. Unless noted, calls follow the shape of the dose curve; as a rule, active = well fitted curve in the direction sought with a large enough effect; inconclusive = small, poorly fitted or top-dose-only effect, or another doubt; inactive = no such curve, though single readings can be large; an effect the other way counts as inactive or inconclusive. Unless noted, % is scaled to controls: 0 for no effect and ±100 for the full control effect. These rows are one share of the data; rates above refer to the full screens.

Molecule | IMPase cell inh | 12-hLO inh | 15-hLO-2 inh | PNC inhibitor
CCN(CC(=O)NC1CCS(=O)(=O)C1)S(=O)(=O)c1ccccc1 (stereo not given) | . | -1.5% | . | -23.3
CC(C)(C)c1ccc(C(=O)N2CCC(C(=O)NCCC3=CCCCC3)CC2)cc1 | 10.3 | 1.5% | 4.6% | 70.5
Clc1ccc(CSC2=NCCCN2)cc1Cl | 12.6 | 7.5% | 19.2% | -2.6
O=C(CCn1c(=O)sc2ccccc21)NCCCn1ccnc1 | -2.4 | -0.4% | . | 40.2
Cc1cc(OCCCn2cnc3ccccc3c2=O)ccc1[N+](=O)[O-] | . | -0.9% | . | 54.8
CC(C)(C)c1ccc(-c2nnc(SCC(=O)O)n2N)cc1 | -5.2 | -3.4% | 3.6% | 6.2
CC(C)Oc1ccc(C(CC(=O)O)NC(=O)CSc2ncn[nH]2)cc1 (stereo not given) | 7.3 | 1.5% | -3.5% | 54.9
CCOC(=O)c1c(C)n(C)c2ccc(O)c(CN3CCCCC3)c12 | 8.2 | -2.7% | ? | 22.9
O=C(CCc1ccccc1)NNC(=O)c1ccco1 | 7.6 | 4.3% | 4.3% | -12.0
CCCCCOC(=O)NCCOC(=O)Nc1ccc(C(=O)OCC)cc1 | 5.5 | 7.4% | 8.3% | 52.9
CCOCc1nnc(NC(=O)c2ccco2)s1 | 19.2 | 4.1% | -3.5% | -9.8
CC1=C(C(=O)OC(C)C)C(C)NC(=O)N1 (stereo not given) | -5.6 | -5.1% | -1.7% | 17.7
CCN1CCN(c2cc(C)c3cc(NC(=O)c4ccc5c(c4)OCO5)ccc3n2)CC1 | 2.8 | 3.5% | . | ?
COc1ccccc1NC(=O)CC(=O)CSc1nnc(-c2ccc(C)cc2)n1-c1ccccc1 | . | -3.0% | . | 18.1
CC(C)(C)C(=O)N(Cc1nc2ccccc2c(=O)[nH]1)Cc1cccs1 | -7.7 | -1.0% | . | -8.5

A second format for part of the listing above.
CCN(CC(=O)NC1CCS(=O)(=O)C1)S(=O)(=O)c1ccccc1 (stereo not given)
  IMPase cell inh: .; 12-hLO inh: -1.5%; 15-hLO-2 inh: .; PNC inhibitor: -23.3
CC(C)(C)c1ccc(C(=O)N2CCC(C(=O)NCCC3=CCCCC3)CC2)cc1
  IMPase cell inh: 10.3; 12-hLO inh: 1.5%; 15-hLO-2 inh: 4.6%; PNC inhibitor: 70.5

Further compounds follow:
Molecule | IMPase cell inh | 12-hLO inh | 15-hLO-2 inh | PNC inhibitor
C=CCn1c(SCC(=O)NC(=O)NCc2ccco2)nc2sc(C)c(C)c2c1=O | ? | -4.0% | -10.1% | ?
Cc1ccc(-c2noc(CCC(=O)N3CCCC3)n2)cc1 | 0.1 | -7.4% | -4.6% | ?
COc1ccc(NC(=O)C(c2cc3c(cc2[N+](=O)[O-])OCO3)N(C)C)cc1 (stereo not given) | . | 0.0% | . | -6.2
COc1ccccc1-n1cnc2cc(C(=O)NC3CCCC3)ccc21 | -9.5 | 1.8% | . | 10.1
CCOCCn1c(=NC(=O)c2cc(Cl)sc2Cl)sc2cc(S(N)(=O)=O)ccc21 | . | -2.0% | . | 22.1
Cc1ccc(-c2noc(CN3CCOCC3)n2)cc1 | 6.5 | -14.7% | 2.1% | 6.7
CC1CCCN(C(=O)C2c3ccccc3C(=O)N3CCc4ccccc4C23)C1 (stereo not given) | ? | -5.5% | -8.7% | -14.2
COc1ccc(NC(=O)CCCN(C)S(=O)(=O)c2ccc(C)cc2)cc1 | . | 0.7% | . | -15.9
Cn1c(=O)c2c(nc(CN3CCc4ccccc4C3)n2Cc2cccc(Cl)c2)n(C)c1=O | 6.9 | -9.3% | -14.0% | -9.4
O=c1oc(-c2cccs2)nc2sc3c(c12)CCCC3 | -10.1 | -1.2% | -1.2% | ?
CC(C)CCNS(=O)(=O)c1ccc(-c2ccc(S(=O)(=O)NCCC(C)C)cc2)cc1 | 3.5 | -5.2% | -9.3% | 17.6
O=C(Nc1cccnc1)c1ccccc1F | 0.0 | -5.7% | 1.2% | ?
c1ccc(-c2nnc(SCc3cn4ccsc4n3)o2)cc1 | -12.2 | -3.7% | 15.4% | -16.6
Cc1ccc(/C=N/NC(=O)CCCOc2ccc(Cl)cc2Cl)cc1[N+](=O)[O-] | 3.9 | -8.7% | 1.7% | 3.9
COc1ccc(NC(=S)NNC(=O)OC(C)(C)C)cc1OC | 0.1 | -1.7% | 1.0% | 5.4
Cc1ccc(N2CC(C(=O)OCc3ccccc3F)CC2=O)cc1 (stereo not given) | 0.9 | 3.0% | 0.7% | ?
COc1ccc(OC)c(-n2c(=S)[nH]c3cc(C(=O)NCCCN4CCCC4=O)ccc3c2=O)c1 | 13.5 | -6.6% | -12.1% | -26.1
CCN(CC)C(=O)c1cn(CC)c(=O)c2cc(OC)c(OC)cc12 | -1.3 | -1.0% | -2.1% | -13.3
C/C(=N\N1CCN(c2ccc(Cl)cc2)CC1)c1ccco1 | . | 0.5% | . | 9.7
O=C(COC(=O)C1CC2C=CC1C2)Nc1ccccc1 (stereo not given) | . | 0.3% | . | -7.9
Clc1nc2ccccc2nc1Cl | . | -4.3% | -3.0% | .
COc1ccc(-c2cc(C(F)(F)F)nc(N3CCCCCC3)n2)cc1 | -1.8 | 2.8% | 6.4% | 7.1
CCSc1c(C(=O)NC)ccc2c1C(=O)c1ccccc1C2=O | 2.7 | -1.4% | -1.4% | 45.9
Cc1ccc(C2(C)NC(=O)N(CCOc3ccccc3)C2=O)cc1 (stereo not given) | -2.0 | -6.6% | 0.1% | -12.5
CC(C)(C)c1ccc(CN(Cc2ccccc2)C(c2ccccn2)c2nnnn2C(C)(C)C)cc1 (stereo not given) | 6.6 | 3.3% | 13.9% | 23.2
COc1ccccc1NC(=O)N1CCCC1C(=O)NCc1ccc(F)cc1 (stereo not given) | 1.3 | 2.2% | -2.5% | -27.0
COc1ccc([C@H]2[C@H](C(=O)C(C)(C)C)N3N=Cc4ccccc4C3C23C(=O)OC(C)(C)OC3=O)cc1 (stereo not given in full) | . | -3.1% | . | -2.5
Nn1c(Cc2cccc3ccccc23)nnc1SCc1ccccc1Cl | . | -6.5% | . | -8.0
CCCC[C@@H](C=O)NC(=O)[C@H](CC(C)C)NC(=O)[C@H](CC(C)C)NC(C)=O | . | 2.1%[0.00818 µM] | 3.4%[0.0915 µM] | .
N#CC1(Cc2ccc(Cl)cc2)c2ccccc2C=CN1C(=O)c1ccccc1 (stereo not given) | 11.8 | -3.0% | 2.1% | 28.7
COc1ccccc1NC(=O)Cn1c(CN2CCCCC2)nc2ccccc2c1=O | 3.4 | 2.4% | 3.3% | ?
COc1ccnc(N2CCN(c3ccccc3)CC2)c1C#N | ? | -0.3% | 1.6% | ?
Cc1cc(=O)oc(C)c1C(=O)NCCN1CCOCC1 | -3.8 | 1.2% | -2.1% | ?
CCc1ccccc1S(=O)(=O)Cc1ccc(C(=O)N2CCN(c3ccccn3)CC2)o1 | 6.0 | -3.9% | -0.2% | -14.3
O=C(CN1C(=O)c2ccccc2S1(=O)=O)NCCC1=CCCCC1 | -6.6 | -3.1% | . | 50.7
O=C(Nc1cccc(-n2cnnn2)c1)c1ccco1 | -1.1 | 3.8% | -10.7% | 8.4
COc1ccc(CCNc2nnc(Sc3nnnn3-c3ccccc3)s2)cc1OC | 9.1 | -3.2% | -5.8% | -96.5*
Cc1ccc(CS(=O)(=O)Cc2ccc(C(=O)NCc3cccnc3)o2)cc1 | 4.8 | -1.0% | -3.2% | 22.7
O=C(Nc1ccccc1)N1CCOCC1 | 1.7 | 2.3% | -4.4% | 6.5
Cc1cc(O)ccc1-c1cnc2ccccc2n1 | 8.1 | ? | ? | ?
CSc1ncc(Cl)c(C(=O)Nc2nnc(SC/C=C/c3ccccc3)s2)n1 | -1.4 | -1.1% | -3.2% | -13.8
Cc1ccc(NC2CC(=O)N(c3ccc(N4CCCCC4)cc3)C2=O)cc1 (stereo not given) | 15.2 | -10.7% | -29.8% | -27.0
CCc1ccc2c(CN3CCN(S(=O)(=O)c4ccc5c(c4)OCCO5)CC3)cc(=O)oc2c1 | 8.0 | -7.5% | 4.3% | 21.8
COC(=O)NNC(=O)COc1ccc(Cl)cc1 | ? | 1.0% | -3.7% | 14.8
C=CCN1C(=O)C2C(C(=O)NC)C3C=CC2(O3)C1C(=O)NCc1ccc(OC)cc1 (stereo not given) | 0.3 | -0.1% | -0.5% | -16.3
CCOC1=NC(C(=O)O)c2ccccc2/C(=C(/C)Cl)N1 (stereo not given) | -12.8 | -0.4% | -4.2% | -7.7
Cc1ccc(C(=O)Nc2cccnc2)cc1NC(=O)c1ccco1 | 2.5 | 9.2% | -0.6% | -16.4
Cc1ccc(CNC(=O)COc2ccc(S(=O)(=O)NC(C)C)cc2)cc1 | 2.9 | 3.8% | -1.7% | 28.2
Cc1cccc(C)c1Nc1nnc(SCC(=O)c2ccc3c(c2)NC(=O)CO3)s1 | . | -1.9% | . | -1.9
O=C(CCc1nc2ccccc2c(=O)[nH]1)NCc1cccc(Cl)c1 | 1.8 | 6.0% | -1.0% | ?
Cc1ccc(-n2cnc3scc(-c4cccs4)c3c2=O)cc1 | -9.7 | -0.8% | . | 24.2
CCCCN1C(=O)NC2NC(=O)NC21 (stereo not given) | ? | 4.4% | . | -27.7
O=C(CC1(O)CCCCC1)OC1CCCC1 | . | -4.6%[11.4 µM] | -7.2%[11.4 µM] | .
CC1(C)CC(O)(CNCc2ccc3c(c2)OCO3)CCO1 (stereo not given) | 2.4 | 3.1% | 2.9% | 77.2
O=C(CC1Sc2ccccc2NC1=O)Nc1cccc(-c2nnc3n2CCCCC3)c1 (stereo not given) | 2.9 | -3.9% | -19.8% | -12.8
O=C(CNS(=O)(=O)c1ccccc1)NCc1ccccn1 | 0.5 | -0.7% | 6.0% | -5.0
CNC(=O)/C(C#N)=C/c1c(N2CC(C)OC(C)C2)nc2ccccn2c1=O (stereo not given) | . | 0.3% | . | 18.0
O=C(/C=C/c1ccc2c(c1)OCO2)N1CCN(c2ccc(Cl)cc2)CC1 | -0.7 | -4.2% | . | 45.3
O=c1c2cnn(-c3ccccc3Cl)c2ncn1Cc1cccnc1 | 3.8 | -3.7% | 20.5% | 19.1
CC(C)Cn1c(N)c(C(=O)COC(=O)c2ccc3c(c2)OCCO3)c(=O)n(C)c1=O | 5.0 | 1.5% | 3.6% | ?

Next records
Molecule | IMPase cell inh | 12-hLO inh | 15-hLO-2 inh | PNC inhibitor
O=C(CSc1nc2ccccc2o1)N1CCN(S(=O)(=O)c2ccc3ccccc3c2)CC1 | . | 2.0% | . | ?
O=[N+]([O-])c1ccc(Cl)c(/C=N/n2c(COc3ccccc3)n[nH]c2=S)c1 | . | -0.7% | . | 15.2
CCCCCCCCCCCCC/C=C/[C@@H](O)[C@@H](N)COP(=O)(O)O | . | -0.8%[0.00818 µM] | -7.9%[0.0915 µM] | .
Cn1c(SCC(=O)c2ccccc2)nnc1-c1ccc(O)cc1 | 3.5 | 3.7% | 3.2% | -7.5
CC(=O)c1c(C)n(CC(=O)NCc2ccc3c(c2)OCO3)c2ccccc12 | 10.9 | -2.0% | 0.9%[2.29 µM] | ?
COCCNC(=O)c1cc(-c2cccs2)on1 | 4.0 | 0.8% | -2.1% | -28.6
Cc1cc(C=C2C(=O)c3ccccc3C2=O)c(C)n1-c1ccccc1 | 16.6 | -15.4% | -27.4% | 49.8
CCOC(=O)N1CCN(C(=O)c2cc(-c3ccc(OCC)cc3)nc3ccccc23)CC1 | 4.5 | -12.2% | 1.1% | -95.4*
COc1cccc(-c2cc(C(F)(F)F)nc(N3CCCCC3)n2)c1 | 1.5 | 2.1% | 1.7% | 51.1
Cc1ccc(NC(=O)CN2c3cccc4cccc(c34)S2(=O)=O)cc1S(=O)(=O)N1CCOCC1 | . | 2.4% | . | -9.7
Cn1c(Cc2cccc3ccccc23)nnc1SCC(=O)N1CCN(c2cccc(Cl)c2)CC1 | 14.3 | 0.3% | 13.7% | -23.8
CCOC(=O)/C=C(\C)Nc1cc(C)nn1-c1ccccc1 | -5.4 | -1.3% | -0.9% | ?
